# HCV NS3 hel inh = blocks Hepatitis C virus NS3 helicase unwinding; NS3 helicase DNA unwinding, Cy5 molecular beacon fluorescence; inhibition, % at 10.9 µM; actives 0.56% (n = 290,000); AID 1800;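 active = inhibition above the mean of all tested compounds plus 3 SD, set per campaign, cut at about 35% in these data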;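 also: 0% = DMSO wells and 100% = thioflavine S control wells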
#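 System: HCV NS3 helicase fragment; control set: DMSO and thioflavine S; technique: Cy5 fluorescence at 0 and 60 min, beacon hairpin quenching; reagent: beacon DNA duplex substrate plus ATP; replicates: singlicate; schedule: 1 h reaction at 25 °C, ATP-initiated; medium: MOPS buffer pH 6.5 with MgCl2, DTT, Tween20, BSA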
# FID counter = displaces DNA intercalator in HCV helicase counter-screen; DNA fluorescent intercalator displacement, fluorescence; inhibition, % at 7.9 µM; actives 0.17% (n = 290,000); AID 1845; in the data active = inhibition above about 37%;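 also: 0% = vehicle and 100% = reference compound; higher means more ethidium bromide displaced from hairpin DNA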
# IMP-1 inhibitor = blocks Pseudomonas aeruginosa IMP-1 metallo-beta-lactamase | purified IMP-1, nitrocefin hydrolysis, epi-absorbance fluorescence | inhibition, % at 5.6 µM | actives 0.45% (n = 290,000) | AID 1556;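 active = inhibition above the mean plus 3 SD of all compounds in the same screening run, cut at about 4.5% in these data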;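 also: 0% = IMP-1 with DMSO and 100% = DMSO wells lacking enzyme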
#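 assay system = purified recombinant IMP-1 metallo-beta-lactamase enzyme | schedule = 15 min preincubation plus 25 min reaction at 25 °C | signal = Epi-absorbance fluorescence, 480 nm excitation, 530 nm emission | read-out basis = percent inhibition from optical density relative to buffer-blank wells | controls = IMP-1 with DMSO as 0%, enzyme-free DMSO as 100%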
# V1R ag counter = V1a receptor agonism, counter-screen for OXTR agonists; activation, % at 3 µM; AID 2797; actives 0.25% (n = 320,000); P37288; CHO-V1R cells, Fluo-8 calcium fluorescence, agonist mode; 0% DMSO, 100% 3 nM vasopressin;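 active = activation above the mean activation of all tested compounds plus 3 SD, per screening run, cut at about 20% in these data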;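 also: signal is peak over basal fluorescence ratio across a 100 second FLIPR read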
# Target sequence (P37288 whole entry, looked up): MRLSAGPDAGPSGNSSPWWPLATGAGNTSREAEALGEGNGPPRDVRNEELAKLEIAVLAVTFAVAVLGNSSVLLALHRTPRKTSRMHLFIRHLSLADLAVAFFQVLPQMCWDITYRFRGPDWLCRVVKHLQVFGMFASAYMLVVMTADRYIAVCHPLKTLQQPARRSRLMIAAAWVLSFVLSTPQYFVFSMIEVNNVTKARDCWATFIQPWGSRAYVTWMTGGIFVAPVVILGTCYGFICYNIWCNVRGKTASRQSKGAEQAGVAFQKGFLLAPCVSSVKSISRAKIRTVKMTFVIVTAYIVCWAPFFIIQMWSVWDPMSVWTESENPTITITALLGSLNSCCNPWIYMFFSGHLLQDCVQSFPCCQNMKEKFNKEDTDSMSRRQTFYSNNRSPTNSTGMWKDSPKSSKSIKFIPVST
# GPR7 antag = human neuropeptides B/W receptor 1 antagonism; inhibition, % at 4.4 µM; actives 1.1% (n = 290,000); P48145; AID 1861; GPR7-expressing cells, fluorescence antagonist assay; in the data active = inhibition above about 16%, passing the limit was not always enough;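 also: cells stimulated with the agonist NPW; 0% = agonist with vehicle and 100% = vehicle without agonist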
# OXTR agonist = agonists of human oxytocin receptor | CHO-OTR cells, Fluo-8 calcium fluorescence; normalized: DMSO 0%, oxytocin 100% | actives 0.32% (n = 320,000) | activation, % at 3 µM;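 active = activation above the mean of all tested compounds plus 3 SD, cutoff set per screening run, cut at about 20% in these data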;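 also: peak over basal fluorescence ratio from a 100 s FLIPR kinetic read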
# Target sequence (P30559 whole entry, looked up): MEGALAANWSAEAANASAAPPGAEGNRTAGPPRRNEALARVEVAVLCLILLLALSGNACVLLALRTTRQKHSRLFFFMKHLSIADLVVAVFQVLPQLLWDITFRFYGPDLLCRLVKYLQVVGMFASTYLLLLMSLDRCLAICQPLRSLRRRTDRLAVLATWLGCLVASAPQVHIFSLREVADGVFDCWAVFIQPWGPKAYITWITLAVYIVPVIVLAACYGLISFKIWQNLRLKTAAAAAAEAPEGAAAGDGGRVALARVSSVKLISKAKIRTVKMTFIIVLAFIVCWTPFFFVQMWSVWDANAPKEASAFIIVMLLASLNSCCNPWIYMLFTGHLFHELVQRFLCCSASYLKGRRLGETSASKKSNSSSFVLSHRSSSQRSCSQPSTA
# PHOSPHO1 block = blocks human PHOSPHO1 phosphatase activity; Q8TCT1; recombinant PHOSPHO1, absorbance phosphatase assay; inhibition, % at 13.3 µM; actives 1.1% (n = 290,000); in the data active = inhibition above about 60%
# Target sequence (Q8TCT1 whole entry, looked up): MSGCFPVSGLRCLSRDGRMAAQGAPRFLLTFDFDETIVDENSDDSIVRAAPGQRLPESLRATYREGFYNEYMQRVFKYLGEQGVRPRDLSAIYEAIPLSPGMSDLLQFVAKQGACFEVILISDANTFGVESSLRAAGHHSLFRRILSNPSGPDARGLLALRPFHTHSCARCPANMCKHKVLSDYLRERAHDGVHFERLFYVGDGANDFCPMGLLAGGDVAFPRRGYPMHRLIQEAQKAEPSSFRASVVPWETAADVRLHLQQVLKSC
# VIM-2 inhibitor = inhibitors of Pseudomonas aeruginosa VIM-2 metallo-beta-lactamase | purified VIM-2, nitrocefin hydrolysis, epi-absorbance fluorescence | inhibition, % at 5.6 µM | actives 0.89% (n = 290,000);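 active = inhibition above the mean of all tested compounds plus 3 SD, cutoff set per screening run, cut at about 7.5% in these data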;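 also: red hydrolysis product quenches plate fluorescence so inhibitors raise well fluorescence; 0% = enzyme with DMSO and 100% = DMSO without enzyme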
# GalR3 antagonist = blocks the human galanin receptor 3 | O60755 | actives 0.44% (n = 360,000) | AID 651719 | inhibition, % at 3 µM | HEK293 GalR3-CNG cAMP membrane potential fluorescence; galR3 body fused to GalR1 C-terminus;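 active = inhibition above the screen-wide average plus 3 SD, cut at about 13% in these data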;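 also: forskolin and galanin both at EC90 stimulate the cells; cAMP rise reported by CNG channel membrane potential dye signal; 0% = forskolin plus galanin with DMSO and 100% = forskolin alone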
# * = called active by the depositor; . = not tested or not shown.
SMILES,HCV NS3 hel inh,FID counter,IMP-1 inhibitor,V1R ag counter,GPR7 antag,OXTR agonist,PHOSPHO1 block,VIM-2 inhibitor,GalR3 antagonist
COc1ccc(O)c(C=Nc2cc(NC(C)=O)c(Cl)cc2Cl)c1,-6,-3,-1.1,-0.2,8,-0.7,-9,4.4,4
CCN(CC(=O)NCc1ccc(F)cc1)C(=O)/C=C/c1cccs1,3,-6,0.1,-1.0,-4,-1.4,-1,-1.6,-5
COc1cccc(C2=NOC(C(=O)N3CCc4ccccc4C3)C2)c1 (stereo unspecified),6,-20,-4.5,0.1,2,-1.4,9,-2.1,-3
COc1ccccc1C1C(C#N)=C(N)Oc2c1oc(CO)cc2=O (stereo unspecified),-11,5,-0.4,1.4,3,-0.2,12,0.9,-1
COc1ccc(NC(=S)c2ccncc2)cc1,3,3,-2.2,3.8,-10,2.6,17,-3.9,-11
CC(C)C[C@@H](COc1ccccc1)N1CCN(C)CCC1=O,-7,-2,-1.5,0.8,-7,0.2,20,1.1,-3
Cc1csc(SCCn2c(N3CCOCC3)nc3c2c(=O)[nH]c(=O)n3C)n1,0,-2,-0.1,0.0,-3,-0.2,-10,1.3,-2
CCOC(=O)N/N=C/c1cc(C)n(-c2ccccc2)c1C,0,-6,-3.3,-0.2,0,-1.2,-10,-1.3,-1
O=S(=O)(N/N=C\c1ccccc1O)c1ccc(Cl)cc1,7,-13,-5.4,.,-11,.,33,-4.6,-3
O=C(Nc1ccccc1C(=O)N1CCCC1)c1ccc(Cl)c([N+](=O)[O-])c1,2,0,-3.9,-0.1,-1,-0.9,18,-2.6,-5
Cc1cc2c(=O)[nH]cnc2s1,-1,0,-1.7,0.3,-5,-0.2,32,-3.1,-1
CCOC(=O)c1c(NC(=O)CSc2c[nH]c3ccccc23)sc2c1CCCC2,4,-5,0.4,0.0,-2,-1.5,1,-0.5,.
Cc1ccc(C)c(N2CCN(CCN3CCCCC3)CC2)c1,-6,5,-2.0,1.3,-5,0.3,20,-1.9,-8
Cc1nc(CNS(=O)(=O)c2cccnc2)cs1,-2,1,-2.8,0.4,-15,0.1,24,-3.5,-3
COc1cccc(C=Nc2cccnc2)c1O,4,0,-3.8,0.5,-4,-0.4,21,-2.4,.
NC(=O)COC(=O)c1ccccc1SCC(=O)NC1CCCCCC1,-9,-19,-0.4,0.7,-5,-0.4,12,0.6,-7
COc1cccc(/C=N/Nc2ncnc3c2[nH]c2ccc(C)cc23)c1OC,-13,-4,-3.1,-0.6,-2,0.0,22,-2.8,-4
COc1cc2[nH]c(=O)n(CCC(=O)NCCC(C)C)c(=O)c2cc1OC,-6,-10,-3.5,0.6,5,0.4,5,-2.3,-4
COc1ccc(-c2c[n+](CC(=O)c3cccs3)c3n2CCC3)cc1,-14,0,-1.0,1.1,-15,0.6,28,-2.3,-2
CC(=O)Nc1ccnn1C1CCN(C(=O)c2cccc(C)c2C)CC1,2,-9,-3.5,0.1,-6,0.2,32,-2.7,-5

# Single records, as listed above. Order of values: HCV NS3 hel inh, FID counter, IMP-1 inhibitor, V1R ag counter, GPR7 antag, OXTR agonist, PHOSPHO1 block, VIM-2 inhibitor, GalR3 antagonist
# COc1ccc(-c2c[n+](CC(=O)c3cccs3)c3n2CCC3)cc1 as listed: -14, 0, -1.0, 1.1, -15, 0.6, 28, -2.3, -2
# Cc1cc2c(=O)[nH]cnc2s1 as listed: -1, 0, -1.7, 0.3, -5, -0.2, 32, -3.1, -1
# COc1cccc(C=Nc2cccnc2)c1O as listed: 4, 0, -3.8, 0.5, -4, -0.4, 21, -2.4, .
# NC(=O)COC(=O)c1ccccc1SCC(=O)NC1CCCCCC1 as listed: -9, -19, -0.4, 0.7, -5, -0.4, 12, 0.6, -7

# (cont.)
SMILES,HCV NS3 hel inh,FID counter,IMP-1 inhibitor,V1R ag counter,GPR7 antag,OXTR agonist,PHOSPHO1 block,VIM-2 inhibitor,GalR3 antagonist
CC(CCc1ccccc1)NCC(O)c1cccc([N+](=O)[O-])c1 (stereo unspecified),-11,23,-4.3,3.0,5,4.9,51,-4.3,27*
CCOC(=O)C1(Cc2cccc(OC)c2)CCN(Cc2ccc3c(c2)OCCO3)CC1,-38,9,-3.3,9.3,-7,2.5,28,-4.3,-3
Cc1ccc(NC(=S)Nc2ccc(S(=O)(=O)N3CCOCC3)cc2)cc1S(=O)(=O)N1CCOCC1,1,-3,-1.6,1.9,-4,0.3,0,0.2,-5
COC(=O)C1=C(C)N(CCCC(=O)O)C(=O)NC1c1ccc(-c2ccccc2)cc1 (stereo unspecified),9,-42,-2.6,1.0,-5,0.2,8,-0.5,-1
O=C1COc2ccc(C(=O)COC(=O)c3cnc(Cl)c(Cl)c3)cc2N1,-2,-4,-3.9,0.0,-5,0.3,12,-1.6,0
CCn1nc(C)c(Br)c1-c1nc(CS(=O)(=O)c2ccsc2)no1,-3,-9,-2.3,0.1,-10,-2.8,44,-3.5,2
Cc1cc(/C=C(\C#N)C(=O)NCc2cccs2)c(C)[nH]1,-1,5,-3.0,-0.4,-8,-1.1,-16,-2.5,-8
CCCc1cc(=O)[nH]c(/N=C(/NC(=O)c2ccccc2)Nc2ccc3c(c2)OCCO3)n1,-4,-3,-2.0,0.8,-7,0.6,.,-2.5,.
CCN1CCN(c2ccc(S(=O)(=O)N3CCCCC3)cc2NC(=O)Cc2ccc(OC)cc2)CC1,-79,28,0.1,1.0,3,1.0,24,-1.1,-2
Cc1cc(C)cc(NC(=O)C2CC3CCC2C3)c1 (stereo unspecified),-7,-7,0.1,.,-5,.,-12,-1.2,-8
CCC(C(=O)O)N1C(=O)/C(=C/C(C)=C/c2ccccc2)SC1=S (stereo unspecified),27,-11,0.8,-1.4,-3,0.2,15,8.2*,-6
CCOC(=O)Nc1c(C(=O)OC)[nH]c2cc(OC)ccc12,11,-3,-1.6,0.1,4,0.4,16,-2.7,-3
O=C(NCCN1CCOCC1)C(=O)NCc1ccc2c(c1)OCO2,1,-3,-3.6,1.4,-4,-0.1,41,-6.4,-4
COCCN(CC(=O)NCC1CCCO1)C(=O)CCC(=O)Nc1ccccn1 (stereo unspecified),-5,-3,-1.3,1.1,-5,0.9,42,0.0,-4
CCOc1ccc(NC(=O)CSc2nnc(Cn3cnc4ccccc43)n2C)cc1,-3,-12,-3.0,0.2,-4,0.1,-6,-2.2,-2
Cc1nonc1CN(C)C(=O)c1ccc(OC2CCN(C(=O)c3cccnc3)CC2)cc1,2,-16,-2.9,1.0,-11,2.2,46,-2.5,-3
COc1ccc(CCC(=O)NCc2cccc(C(F)(F)F)c2)cc1,6,-18,-3.0,-0.6,3,-1.7,3,-1.2,-10
Cc1ccc(C(=O)O)cc1NC(=O)Nc1cccc2ccccc12,-2,-9,0.1,-0.8,16,0.1,17,2.0,-2
COc1cccc(CNC(=O)CCS(=O)(=O)c2ccc3c(c2)oc(=O)n3C)c1,-4,-7,1.0,0.5,-3,-0.7,60,-1.1,5
CCOCCCNC(=O)c1ccc2c(c1)ncn2-c1ccc(CC)cc1,12,-50,-2.2,-0.8,-2,-1.9,29,-1.0,-8
C=CCn1c(C(C)C)nc2ccccc21,-2,2,-1.4,-1.1,-19,-0.3,-8,-1.5,-6
Cc1onc(-c2c(Cl)cccc2Cl)c1C(=O)NC(=S)Nc1sc2c(c1C(N)=O)CCC(C)C2 (stereo unspecified),5,-2,-2.2,-1.2,-11,-1.3,-34,-2.0,-4
O=C(Nc1nc(-c2ccccc2)cs1)c1cccc(S(=O)(=O)N2CCN(Cc3ccccc3)CC2)c1,-8,-2,-2.9,-0.1,-3,-0.5,14,-4.0,-2
Cc1ccc(C2C(C(=O)c3cc4ccccc4o3)=C(O)C(=O)N2c2cc(C)on2)cc1 (stereo unspecified),65*,-37,0.0,-0.4,-7,-1.1,28,0.1,-1
CCCCc1ccc(NC(=O)CSCc2cc(=O)[nH][nH]2)cc1,19,-7,-0.5,-1.2,-2,-0.8,17,-2.6,-6
O=C(Nc1cc(Br)ccc1O)c1cc(-c2ccco2)on1,3,3,-2.2,-0.2,12,0.8,24,-1.9,-12
CC(=O)N1N=C(c2ccc(C)cc2)OC1c1ccc(C)cc1 (stereo unspecified),4,-4,-4.6,0.5,-7,-2.8,11,-2.3,-4
CN1C(=O)C(C)(C)c2cc(S(=O)(=O)N3CCN(c4ccccc4F)CC3)ccc21,-15,-34,-2.0,-0.1,-3,-1.4,23,-2.2,.
COCCNc1cc(C)nc2c(-c3ccccc3OC)c(C)nn12,-6,-5,-0.7,0.7,-11,-0.5,-12,0.1,2
Cc1ccc2c(c1)NC(=O)C(CC(=O)NCCCN1CCCCC1C)O2 (stereo unspecified),4,-1,-1.5,0.2,0,1.7,3,-2.4,-1
O=C(CNCc1ccco1)Nc1cccc(S(=O)(=O)N2CCCCC2)c1,7,-4,-1.2,1.4,-9,1.1,33,-3.1,-5
Cn1c(N2CCN(C(=O)NC34CC5CC(CC(C5)C3)C4)CC2)nc2ccccc21,-2,1,-3.4,0.9,-12,-0.4,20,-1.9,0
COC(=O)c1ccc(NC(=O)c2cccc(C)c2[N+](=O)[O-])cc1,9,1,-1.6,3.9,-1,0.4,34,-2.6,1
Cc1cccnc1NC(=O)Nc1cccc(Cl)c1,-2,-7,-2.4,-0.3,-13,0.1,30,0.1,-5
CC(C)c1ccc(C(=O)NCc2ccc(Cl)cc2)cc1,-10,-18,-0.1,-0.2,-4,-2.9,-26,-1.2,-1
CNC(=S)N(CCc1c(C)[nH]c2ccc(Cl)cc12)Cc1cccnc1,-18,-10,-0.5,6.3,5,2.3,11,-1.4,-12
O=C(NCCOc1ccc(F)cc1)C1CCN(S(=O)(=O)c2ccccc2)CC1,-7,-20,-2.4,3.6,-5,4.6,33,-1.1,-4
Clc1cccc(Sc2ccc(-c3ccccn3)s2)c1,-1,-2,-0.1,0.5,-15,-1.1,42,-2.2,-7
FC(F)Oc1ccccc1NC(=S)Nc1cccnc1,-1,5,-5.2,-1.2,-4,0.4,17,-4.9,0
Cn1c(=O)n(CC(=O)NC2CCCCC2)c(=O)c2ccccc21,8,4,-2.5,0.3,-5,-0.1,0,0.5,0
Cc1ccc(C(C)NC(=O)c2c(-c3ccccc3)noc2C)cc1C (stereo unspecified),0,-29,-2.9,-1.0,-5,-1.0,53,-0.5,-4
NS(=O)(=O)c1ccc(NCc2ccccc2OCc2ccc(F)cc2)cc1,-21,-16,-1.3,6.8,6,7.6,28,-0.5,2
CCOC(=O)C1CCN(C(=O)c2cc3cc4ccc(OC)cc4nc3o2)CC1,-2,-43,-1.7,2.9,0,0.5,26,0.0,1
O=[N+]([O-])c1ccc(CSc2nnc(-c3cccnc3)o2)cc1,3,-9,-1.5,.,-13,.,36,-3.2,-9
COc1cccc(OCCCn2cc(/C=C3/C(=N)N4C=C(C)SC4=NC3=O)c3ccccc32)c1,6,-8,-2.7,0.7,-2,0.3,-13,-1.7,-4
CC(C)C[C@H]1CN=C(Nc2ccccc2)N1CCC1CCCC1,-32,5,-0.5,0.3,24,3.1,4,-1.3,-5

# Source: PubChem BioAssay
